# proCasp3 act: activates human procaspase-3; recombinant procaspase-3 D3A, Ac-DEVD-pNA absorbance 405 nm; activation, % at 8.5 µM; hit rate 0.11% among 330,000;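 active means activation above the mean of all tested compounds plus 3 SD, cut at about 21% in these data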;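 further: 0% = DMSO alone and 100% = DMSO wells spiked with extra 5 µM PC-3 D3A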
#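 Assay system: Procaspase-3 D3A mutant, all three cleavage aspartates alanine. Buffer or medium: Zinc-free HEPES saline buffer with Triton X-100. Times: 1 h compound preincubation, 2 h substrate hydrolysis at 25 °C. Measured by: 405 nm absorbance of p-nitroaniline, reads at 0 and 120 min. Read-out basis: percent activation relative to control range. Replicates: singlicate.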
# RPL19A TOR yeast: yeast TOR pathway RPL19A-GFP modulation | S. cerevisiae RPL19A-GFP strain, flow cytometry, 3 h; active compounds read low | percent response vs DMSO, % at 10 µM | hit rate 0.3% among 330,000;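 active means percent response vs DMSO below 50%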;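 further: median channel GFP fluorescence of the barcoded RPL19A-GFP strain; ratio of sample median GFP to plate DMSO average so 100% = DMSO; lower means less RPL19A-GFP as with rapamycin TOR inhibition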
# EBNA-1 inh: blocks EBNA-1 binding to DNA | EBNA-1 DNA binding, fluorescence polarization | inhibition, % at 14.8 µM | hit rate 0.34% among 300,000; in the data active means inhibition above about 28%
# proCasp7 act: activates human procaspase-7, counter-screen for procaspase-3 activators; hit rate 0.093% among 330,000; P55210; activation, % at 8.5 µM; recombinant procaspase-7, Ac-DEVD-pNA absorbance 405 nm; D23A/D198A/D206A triple mutant, cannot self-cleave; scale: DMSO 0, 5 µM enzyme 100;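 active means percent activation above the screen-wide mean plus 3 SD, cut at about 25% in these data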
#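 System: Uncleavable procaspase-7 mutant enzyme; Amount: 2 µM procaspase-7 mutant as dispensed; Schedule: 1 h compound preincubation, 2 h substrate cleavage, 25 °C; Measured by: 405 nm absorbance of p-nitroaniline; Evaluation: percent activation from buffer-corrected 0–120 min absorbance change; Control set: low DMSO alone, high DMSO plus 5 µM PC-7.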
# LAP4-GFP MLPCN: alters LAP4-GFP fluorescence in TOR pathway yeast screen; GFP response vs DMSO, % at 10 µM; hit rate 0.34% among 320,000; AID 2023; S. cerevisiae LAP4-GFP multiplex, flow cytometry GFP, 3 h; median GFP as percent of DMSO wells;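 active means GFP response vs DMSO above a set limit, about the screen mean plus 3 SD, cut at about 150% in these data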
# MEP2 TOR yeast: yeast TOR pathway MEP2-GFP modulation; S. cerevisiae MEP2-GFP strain, flow cytometry GFP, 3 h; 100% = DMSO control level; GFP response vs DMSO, % at 10 µM; hit rate 0.51% among 330,000; AID 2016;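 active means GFP response versus DMSO above a set limit, roughly screen mean plus 3 SD, cut at about 180% in these data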;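 further: median GFP fluorescence of the barcode-gated MEP2-GFP cells per well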
# ZTA counter: counter-screen for EBNA-1 inhibitors: inhibitors of Epstein-Barr virus ZTA. hit rate 0.15% among 320,000. inhibition, % at 11 µM. ZTA-DNA binding, fluorescence polarization. P03206; in the data active means inhibition above about 33%
# AHR activator: activators of human aryl hydrocarbon receptor; P35869; AHR-responsive luciferase reporter cells, luminescence; activation, % at 5 µM; hit rate 2.5% among 320,000; in the data active means activation above about 47%;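 further: 0% = vehicle wells and 100% = reference agonist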
# * hit, by the source's call; nt = not tested or not shown; [ ] = remark or other dose. Rows were taken by chance; about 3.8% have a hit in one of these screens.
SMILES,proCasp3 act,RPL19A TOR yeast,EBNA-1 inh,proCasp7 act,LAP4-GFP MLPCN,MEP2 TOR yeast,ZTA counter,AHR activator
COc1ccc(N2C(=O)N(Cc3ccc(C)cc3)c3ccccc3S2(=O)=O)cc1,2,101,-9,4,105,104,-2,3
Cc1ccc(C(=O)NCCNc2ccc([N+](=O)[O-])cc2C(F)(F)F)cc1,-4,95,-5,3,107,94,-4,10
CC1CN(C(=S)SCC(=O)c2ccc([N+](=O)[O-])cc2)CC(C)O1 (stereo not given),-4,101,0,-9,96,102,4,0
Cc1ccc(NC(=O)OCc2ccccc2S(C)=O)cc1 (stereo not given),-1,102,6,2,118,100,7,3
Cc1cc(C)c(NC(=O)CNC(=O)COC(=O)CN2C(=O)NC3(CCCC3)C2=O)c(C)c1,8,103,-1,-9,105,104,6,2
Cc1ccc(NC(=O)CCN2CCN(C/C=C/c3ccccc3)CC2)cc1C,2,91,-14,-5,91,102,13,-1
CC(NC(=O)Nc1ccc2c(c1)OCO2)c1ccncc1 (stereo not given),10,106,5,-1,78,107,3,30
CSc1cc(-c2ccco2)oc1C(=O)c1ccco1,-14,102,-12,-2,nt,100,-14,2
CSc1ccccc1NC(=O)COC(=O)c1ccccc1O,-1,110,3,1,103,99,14,17
COc1ccc(C2CC(O)(c3ccccc3)Oc3cc(OC)c(OC)c(OC)c32)cc1 (stereo not given),-3,87,0,4,87,115,4,0
CCOC(=O)c1c(C)c(C(=O)NCCOC)c(C)n1CC,-1,100,3,-2,98,101,-7,-1
O=C(CC1SC2=NCCN2C1=O)Nc1ccc(Cl)cc1 (stereo not given),4,104,-2,-10,104,108,-18,9
Nc1nonc1OCCc1ccccc1,8,110,8,6,121,114,7,1
CCc1ccc(CCC(=O)Nc2ccc(OC)cc2)o1,3,99,-2,0,108,99,-6,-1
Clc1ccccc1-c1nn2c(Cn3cnc4ccccc43)nnc2s1,-10,100,0,-32,102,102,-16,16

# Rewritten as tab-separated lines: part of the list above.
SMILES	proCasp3 act	RPL19A TOR yeast	EBNA-1 inh	proCasp7 act	LAP4-GFP MLPCN	MEP2 TOR yeast	ZTA counter	AHR activator
CCc1ccc(CCC(=O)Nc2ccc(OC)cc2)o1	3	99	-2	0	108	99	-6	-1
Clc1ccccc1-c1nn2c(Cn3cnc4ccccc43)nnc2s1	-10	100	0	-32	102	102	-16	16

# The listing picks up, starting 5 compounds before the break.
SMILES,proCasp3 act,RPL19A TOR yeast,EBNA-1 inh,proCasp7 act,LAP4-GFP MLPCN,MEP2 TOR yeast,ZTA counter,AHR activator
CCOC(=O)c1c(C)c(C(=O)NCCOC)c(C)n1CC,-1,100,3,-2,98,101,-7,-1
O=C(CC1SC2=NCCN2C1=O)Nc1ccc(Cl)cc1 (stereo not given),4,104,-2,-10,104,108,-18,9
Nc1nonc1OCCc1ccccc1,8,110,8,6,121,114,7,1
CCc1ccc(CCC(=O)Nc2ccc(OC)cc2)o1,3,99,-2,0,108,99,-6,-1
Clc1ccccc1-c1nn2c(Cn3cnc4ccccc43)nnc2s1,-10,100,0,-32,102,102,-16,16
COc1ccc(NC(=O)COC(=O)c2cc([N+](=O)[O-])ccc2N2CCOCC2)cc1,-1,98,3,8,95,97,-17,0
CC(C)(C)NC(=O)CSc1ccc(C(C)(C)C)cc1,-8,103,7,2,104,103,15,-3
CC(C)CCn1nnnc1C(c1ccc(N(C)C)cc1)N1CCN(C(=O)c2ccco2)CC1 (stereo not given),3,101,0,1,97,103,0,-1
C=C1c2cc(C)c(C)cc2NC(=O)N1c1ccccc1,-7,87,6,-13,94,92,12,22
COc1ccc(/C=C/c2c(-c3ccc(OC)cc3)oc3cccnc23)cc1,-20,95,12,-28,110,95,15,20
O=C(NCc1ccccc1)c1ccc(S(=O)(=O)Nc2cccc(C(F)(F)F)c2)cc1,10,93,-11,7,92,91,-5,-2
O=C(Nc1ccc(Oc2ccccc2)cc1)C1CCCO1 (stereo not given),7,96,-4,-4,139,107,11,-1
Cc1ccc(S(=O)(=O)N(CC(=O)NCCC2=CCCCC2)Cc2ccccc2F)cc1,-2,103,-13,9,99,103,-17,0
N#Cc1cccc(-n2nnnc2-c2ccc3c(c2)OCO3)c1,-7,99,3,-2,103,108,-14,57*
Cc1cc(C)c2oc(C(=O)NC3CCS(=O)(=O)C3)cc(=O)c2c1 (stereo not given),7,102,1,-2,108,114,-7,6
CCN(c1cccc(C)c1)c1nc2ccsc2c(=O)s1,-4,102,1,15,107,102,3,7
Cc1ccc(Cl)cc1N1C(=O)CC(Sc2ncccn2)C1=O (stereo not given),-13,104,-7,-13,89,106,-6,1
O=C(Nc1ccccc1)C1CCCN1C(=O)Nc1ccccc1[N+](=O)[O-] (stereo not given),2,104,2,15,88,98,-8,-1
Cc1ccc(NC(=O)CC(C)S(=O)(=O)c2ccc3c(c2)NC(=O)CO3)cc1C (stereo not given),2,102,-10,-6,99,104,6,5
NNC(=O)c1csc(Cc2c(Cl)sc3ccc(Cl)cc23)n1,-4,103,-6,5,106,107,-2,15
Cc1ccn2cc(CSc3ccccc3)nc2c1,2,102,-7,14,100,100,-12,-3
O=C(NC(CSCc1ccccc1)C(=O)N/N=C/c1ccc(O)cc1O)c1ccc([N+](=O)[O-])cc1 (stereo not given),17,103,20,5,112,104,-2,5
Cc1cccc(CCN(Cc2cc3cccc(C)c3[nH]c2=O)C(=O)N2CCOCC2)c1,7,100,7,-3,96,105,1,24
N#Cc1ccccc1Sc1ccccc1C(=O)OCC(N)=O,-9,101,6,-1,101,103,14,4
[N-]=[N+]=NC(c1ccccc1)c1nc2ccccc2[nH]c1=O (stereo not given),-4,102,4,3,95,110,8,10
CCOC(=O)N1CCN(C(=O)CCS(=O)(=O)c2cc3c(cc2Cl)NC(=O)CO3)CC1,0,101,-7,12,97,102,-11,-1
CCC12OC(=N)C(C#N)(C1C)C(C#N)(C#N)C(c1ccccc1)O2 (stereo not given),-7,74[may fluoresce violet],-5,-1,95[may fluoresce violet],204*[may fluoresce violet],4,3
CCN(CC)S(=O)(=O)c1ccc(NC(=O)COC(=O)c2ccc(Br)o2)cc1,-4,100,-3,-4,93,104,-1,-1
COc1cc2c(cc1O)CCN(C(=O)c1ccco1)C2C (stereo not given),0,98,-11,-3,90,101,0,3
CCc1cc(C(=O)N2CCCC(CNC(=O)c3ccc(-c4ccccc4)cc3)C2)no1 (stereo not given),-2,102,1,4,103,112,9,5
COc1cc(C(=S)N2CCOCC2)ccc1OC(=O)c1ccccc1,3,102,5,0,100,109,-6,-1
CCOCCCn1c(SCC(=O)Nc2ccccc2)nc2ccccc2c1=O,-1,101,7,4,100,105,-4,0
COc1ccc(-c2ccc(NC(=O)c3ccco3)cc2)nn1,5,97,-1,-2,117,95,6,-8
COc1ccccc1Oc1cn[nH]c1-c1ccc(OCC(=O)NN)cc1O,3,93,5,1,113,98,17,44
CCc1sc(C(=O)NCc2ccco2)cc1Br,0,108,15,-9,101,99,-2,1
COC(=O)c1ccccc1NC(=O)Cn1ccnc1,-1,97,-3,17,106,96,-4,104*
O=C(O)c1cccc(COc2ccc(CO)cc2Cl)c1,-6,99,6,4,100,103,-3,-3
Cc1cc(C)c(NC(=O)C2=COCCO2)c(C)c1,2,100,0,1,100,104,1,6
CCOc1ccccc1N(CC(=O)NCC1CCCO1)C(=O)CNS(=O)(=O)c1ccccc1 (stereo not given),-6,102,-2,-4,106,101,-11,2
Cc1cccc(N2CCN(c3cc(C)nc4nnnn34)CC2C)c1 (stereo not given),-7,96,-1,10,99,102,6,-1
CN(C(=O)/C=C/c1ccccc1)C1CCCCC1,-2,97,0,-2,99,97,3,4
CCOC(=O)[C@H]1[C@H]2COc3ccc(C)cc3[C@@H]2N2C(=O)c3ccccc3NC(=O)[C@@]12C,7,95,-1,-2,140,99,-21,-2
O=C(CSc1ccc(-c2cccs2)nn1)Nc1ccccc1F,5,102,-1,-4,99,107,-6,-1
COc1ccc(/C=C/C(=O)c2cc(F)ccc2OC(=O)c2ccccc2C)cc1OC,-2,104,-5,1,88,92,-4,5
CC1CCN(CC(=O)NC(=O)NCc2ccccc2)CC1,2,106,-1,-5,95,103,-5,2
Cc1ccc(NC(=O)c2cc(S(=O)(=O)N3CCc4ccccc43)cn2C)cc1,4,103,-6,0,98,102,0,5
CCOC(=O)c1c(/N=C/C2C(=O)CC(C)(C)CC2=O)sc(C)c1C,1,104,12,6,89,93,5,-3
O=C(CN1C(=O)c2cccc([N+](=O)[O-])c2C1=O)OCC(=O)N1CCCCC1,-12,108,-10,2,89,104,-6,-1
COc1ccc(NC(=O)Cn2nnc3ccccc32)c([N+](=O)[O-])c1,2,96,4,3,95,93,6,2
CCN(Cc1ccccc1)S(=O)(=O)c1cc(C(=O)NCCCN(C)C)ccc1OC,5,90,-4,1,94,88,0,1
CC(=O)Nc1ccc(NC(=O)[C@@H]2CCCN2S(=O)(=O)c2ccc3c(c2)OCCO3)cc1,11,98,-4,2,103,102,5,2
O=c1c2c3c(sc2nc2n1CCCC2)CCCC3,-2,104,11,7,110,108,7,-2
Cc1ccc2cc(CN(CCN(C)C)C(=O)Nc3ccc(Cl)cc3)c(=O)[nH]c2c1,5,98,0,7,90,93,-1,13
O=C(N/N=C/c1ccncc1)c1ccccn1,2,100,2,1,94,101,9,22
O=C(CSc1nnnn1-c1ccccc1)NC1CCCc2ccccc21 (stereo not given),5,104,-3,4,89,106,-7,0
CCOC(=O)[C@@H]1[C@H]2COc3ccccc3[C@@H]2N2C(=O)N(c3ccc(C(F)(F)F)cc3)C(=O)[C@@]12C,6,93,nt,-3,94,99,nt,5
O=C(CSc1nnnn1C1CC2CCC1C2)Nc1ccnc2ccccc12 (stereo not given),-5,94,-7,5,99,100,14,-14
CCCCN1C(=O)C(=O)N(CC(=O)NC2CCCc3ccccc32)C1=O (stereo not given),-8,94,-1,0,110,95,-13,6
COc1ccc(CN2CCNC(=O)C2CC(=O)N(C)CCc2cnn(C)c2)c(F)c1 (stereo not given),9,99,-4,-6,91,122,-13,-2
COc1ccc(-c2cc3c(=O)n(CC(=O)NCc4cccnc4)ncn3n2)cc1,10,98,-4,1,102,97,-13,6
Cc1ncc([N+](=O)[O-])n1Cc1cccc(F)c1,2,95,-5,-3,110,101,-8,4
CC1CCCC(C)N1C(=O)CCN1C(=O)C2C3C=CC(C3)C2C1=O (stereo not given),7,102,-3,2,103,104,7,-2
Cc1ccc(-c2cc(C(F)F)n3ncc(C(=O)NCc4ccco4)c3n2)cc1,-8,87,9,-3,86,106,8,1
COc1cc(CCC(=O)OCC(=O)NCc2ccccc2)cc(OC)c1OC,3,103,-5,-2,105,106,0,0
Cc1cc(NC(=O)c2cnn3cccnc23)nn1CC(=O)Nc1cccnc1,6,99,5,15,94,98,-8,2
# Remaining list, next part.
SMILES,proCasp3 act,RPL19A TOR yeast,EBNA-1 inh,proCasp7 act,LAP4-GFP MLPCN,MEP2 TOR yeast,ZTA counter,AHR activator
CCCC(c1nnnn1CCOC)N1CCN(C(=O)c2ccco2)CC1 (stereo not given),-5,99,-7,4,97,104,-12,1
CC(C)C(=O)NNC(=O)CN1CCN(c2nc(-c3ccccc3)cs2)CC1,-1,101,-10,4,101,95,7,3
CCOC(=O)C1=C(c2ccc(O)cc2)NC(=O)NC1C (stereo not given),9,89,2,10,128,136,5,-4
CC(=O)COc1ncnc2c(Cl)cc(Cl)cc12,4,95,4,-2,97,95,7,-1

# Records listed so far marked active in MEP2 TOR yeast:
Molecule,proCasp3 act,RPL19A TOR yeast,EBNA-1 inh,LAP4-GFP MLPCN,MEP2 TOR yeast,AHR activator
CCC12OC(=N)C(C#N)(C1C)C(C#N)(C#N)C(c1ccccc1)O2 (stereo not given),-7,74[may fluoresce violet],-5,95[may fluoresce violet],204*[may fluoresce violet],3
